ELG1 repair inh = qHTS screen for small molecules that inhibit ELG1-dependent DNA repair in human embryonic kidney (HEK293T) cells expressing luciferase-tagged ELG1; HEK293T ELG1-luciferase reporter, luminescence, 16 h; DNA damage induced by 5-fluorouridine; Potency, µM (doses to about 46.1 µM), for inactives: at the highest dose activity change, negative = inhibition, actives largely listed as inhibitors; actives 2.3% (n = 330,000); note: potency is the fitted concentration of half-maximal effect; % is set by controls: 0 for no effect and ±100 for the full control effect; nearly all actives have a fitted effect of over 55% in size
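DMSO vehicle served as the neutral condition. Each well held 2,000 cells given 5-fluorouridine plus compound; after 16 hr at 37 °C/5% CO2, ONE-Glo was added and luciferase measured 30 min later.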
Tb PFK inh = qHTS Assay to Find Inhibitors of T. brucei phosphofructokinase; T. brucei PFK, ADP-Glo luminescence; Potency, µM (highest dose often 57.5 µM), for the others: at the highest dose activity, negative = inhibition, usual class: inhibitors; actives 0.17% (n = 330,000); AID 485367, 2010;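 note: potency is the fitted concentration of half-maximal effect; 0% = uninhibited 1x PFK enzyme wells and -100% = no-enzyme wells; nearly all actives have a fitted effect of over 60% in size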
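In TEA buffer at pH 8.0 with 5 mM MgCl2, enzyme (1.25 nM) converted F6P (0.5 mM) and ATP (0.1 mM) for 45 min at room temperature. ADP product was read by luciferase luminescence.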
Integrin act MD = qHTS for Activators of Integrin-Mediated Alleviation for Muscular Dystrophy. actives 0.064% (n = 350,000). alpha7betagal myoblasts, beta-gal FDG fluorescence, 48 h. Potency, µM (highest dose often 38.3 µM), for inactives: top-dose activation, most hits filed as activators. AID 624291, 2012;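 note: potency is the fitted concentration of half-maximal effect; 100% = response of the positive control SU9516; nearly all actives have a fitted effect of over 60% in size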
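alpha7betagal+/- myoblasts (passage 13, 250/well) treated 48 h at 37C with compounds at 1:260 dilution of DMSO stock. Lysed, then beta-galactosidase activity read as FDG fluorescence (ex 480/em 540) after 30 min, with pre-read for autofluorescence.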
TSHR antagonist = Antagonists of the Thyroid Stimulating Hormone Receptor: HTS campaign. Thyrotropin receptor (Homo sapiens), P16473. TSHR-expressing cells, TSH-stimulated cAMP HTRF, 2 h; active compounds read low. actives 0.2% (n = 330,000). activity change, negative = inhibition, % at 11.5 µM;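 active = activity change below a set negative limit, meaning inhibition stronger than a set level, cut at about -70% in these data; inconclusive = activity change between two set negative limits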; note: % is set by controls: 0 for no effect and ±100 for the full control effect
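Freshly harvested TSHR cells receive pin-tooled compound, then EC80 TSH at 4nM final. After 2 hours at 37 deg C, antibody in lysis buffer and cAMP-d2 are added; 30 minutes at ambient temperature precede the HTRF read.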
Chronic BCR inh = qHTS Assay to Find Inhibitors of Chronic Active B-Cell Receptor Signaling; ABC-DLBCL IkBa-CBG/CBR reporter, luminescence ratio, 4 h; Potency, µM (top dose mostly 46.1 µM), for inactives: at the highest dose ratio change, negative = lower green/red ratio, most hits filed as inhibitors; actives 0.05% (n = 340,000); active = well fitted inhibition curve with a large enough effect in the signal ratio, with a control signal flat, not every such curve was filed as active; inconclusive = small, poorly fitted or top-dose-only effect, or effect the other way, or a change in a side signal; the % refers to the signal ratio;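 note: potency is the fitted concentration of half-maximal effect; plate controls were basal doxycycline-induced cells for no effect and cells given 10 µM MG132 for full effect; MG132 reads +100%, hits lower the ratio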
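Concentration-response series (up to 46 uM) were applied to TMD8 dual-reporter cells for 4 h at 37C with doxycycline. Green/red ratio, after filter-overlap correction, defined %Activity; red signal alone was normalised to basal cells and zero luminescence.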
ASM inhibitor = Inhibitors of Secretory Acid Sphingomyelinase (S-ASM): qHTS; Potency, µM (top dose mostly 57.5 µM), without a hit: at the highest dose activity change, negative = inhibition, most hits filed as inhibitors; actives 0.006% (n = 340,000); placental ASM, HMU-PC fluorogenic substrate, 60 min; AID 504937, 2011; note: potency is the fitted concentration of half-maximal effect
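qHTS format. ASM enzyme prepared from human placenta hydrolyses the fluorogenic substrate HMU-PC0 (9 uM final) over 60 min at 37 °C after a 10 min compound preincubation.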
TCR act = Activators of T cell receptors: qHTS campaign; primary human leukocytes, anti-CD3, IL-2 HTRF, 48 h; Potency, µM (titrated, usually from 9.22 µM), for inactives: at the highest dose activation of IL-2 secretion, usual class: activators; 330,000 tested, under 10 active; note: % of control where 0% means no effect
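HTRF read-out of IL-2 secretion: europium cryptate donor excited at 320nm, d2 acceptor emission at 665nm. Cells were primary human leukocytes incubated 48 hr with compounds and a-CD3 beads, supplying TCR signal only.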
TSG101-PTAP inh = qHTS Assay for Iinhibitors of HIV-1 Budding by Blocking the Interaction of PTAP/TSG101; Fluorescence polarization, FITC-PTAP peptide / Tsg101 binding; AID 493005, 2010; Tumor susceptibility gene 101 protein (Homo sapiens), Q99816; 340,000 tested, under 10 active; Potency, µM (titrated, usually from 115 µM), without a hit: top-dose activity change, negative = inhibition, hits mostly inhibitors; active = well fitted inhibition curve with a large enough effect in the main read-out, with a control signal flat, not every such curve was filed as active; inconclusive = small, poorly fitted or top-dose-only effect, or effect the other way, or a change in a side signal; inactive = no such curve, though single readings can be large or run the other way; note: potency is the fitted concentration of half-maximal effect; % of control where 0% means no effect
Target sequence (Q99816 whole entry, looked up): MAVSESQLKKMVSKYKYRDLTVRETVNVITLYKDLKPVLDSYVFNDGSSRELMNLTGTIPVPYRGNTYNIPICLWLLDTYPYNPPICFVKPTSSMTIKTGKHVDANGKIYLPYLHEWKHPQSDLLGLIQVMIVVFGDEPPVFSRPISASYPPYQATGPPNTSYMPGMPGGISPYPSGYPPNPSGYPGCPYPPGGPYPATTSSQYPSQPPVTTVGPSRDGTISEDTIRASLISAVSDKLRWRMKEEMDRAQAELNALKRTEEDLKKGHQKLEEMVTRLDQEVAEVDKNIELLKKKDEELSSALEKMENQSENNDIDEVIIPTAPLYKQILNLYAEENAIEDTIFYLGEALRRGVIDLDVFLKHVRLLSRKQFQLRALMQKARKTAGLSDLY
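Fluorescence polarization binding of Tsg101 binding domain (10 uM final) to FITC-labeled PTAP peptide (50 nM final) in HEPES pH 7.5 buffer with NaCl, Tween 20, EDTA, TCEP. Compounds added before peptide; binding 20 min at RT.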
AT treatment = qHTS Assay for Identifying a Potential Treatment of Ataxia-Telangiectasia | […] A-T fibroblasts, KAP-1 phosphorylation AlphaLISA; neocarzinostatin DNA damage 30 min before lysis | Potency, µM (top dose mostly 57.5 µM), inactives show at the top dose activation, actives largely listed as activators | actives 0.19% (n = 320,000); note: potency is the fitted concentration of half-maximal effect; % of control where 0% means no effect; nearly all actives have a fitted effect of over 45% in size
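ATM-like activity read as KAP-1 phosphorylation via AlphaLISA donor/acceptor antibody pairs after lysis and 6 hr at 25C. Cells were ATM-null patient fibroblasts ([…], hTERT), dosed 60 min, then exposed to the DSB inducer NCS for 30 min.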
Eya2 inh = qHTS Assay for Inhibitors of the Phosphatase Activity of Eya2; Potency, µM (top dose mostly 76.9 µM), without a hit: at the highest dose activity, negative = inhibition, actives largely listed as inhibitors; actives 0.006% (n = 330,000); Protein phosphatase EYA2 (Homo sapiens), O00167; recombinant Eya2, OMFP fluorescence dephosphorylation (OMFP is methylfluorescein phosphate); AID 488837, 2010; note: potency is the fitted concentration of half-maximal effect; % is set by controls: 0 for no effect and ±100 for the full control effect
Target sequence (O00167 whole entry, looked up): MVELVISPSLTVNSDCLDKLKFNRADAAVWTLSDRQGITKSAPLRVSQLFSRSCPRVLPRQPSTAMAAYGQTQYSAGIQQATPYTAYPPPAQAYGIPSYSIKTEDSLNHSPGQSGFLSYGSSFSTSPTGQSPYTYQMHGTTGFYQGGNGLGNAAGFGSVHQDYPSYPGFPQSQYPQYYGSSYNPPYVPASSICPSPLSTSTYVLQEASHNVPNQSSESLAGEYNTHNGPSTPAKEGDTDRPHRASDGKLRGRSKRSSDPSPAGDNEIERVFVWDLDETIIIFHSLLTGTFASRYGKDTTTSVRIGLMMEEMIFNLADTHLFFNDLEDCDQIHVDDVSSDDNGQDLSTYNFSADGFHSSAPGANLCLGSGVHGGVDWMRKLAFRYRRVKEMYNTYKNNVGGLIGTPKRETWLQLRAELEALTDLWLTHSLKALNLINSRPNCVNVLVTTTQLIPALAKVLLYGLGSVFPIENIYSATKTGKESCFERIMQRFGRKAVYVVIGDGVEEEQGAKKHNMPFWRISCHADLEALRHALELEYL
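Eya2 (0.2 uM) preincubated 10 min at ambient with compound, then OMFP substrate added at 50 uM; 10 min reaction in 50 mM HEPES pH 7.5, 50 mM NaCl, 5 uM MgCl2, 0.05% BSA, 1 mM DTT. Fluorescence read at Ex 485/Em 525 nm.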
Mito fusion act = qHTS Assay for Small Molecule Inhibitors of Mitochondrial Division or Activators of Mitochondrial Fusion; Potency, µM (doses to about 46.1 µM), without a hit: at the top dose growth rescue (activation), hits mostly activators; S. cerevisiae fusion-defective mutant growth rescue, CellTiterGlo 48 h; AID 485298, 2010; actives 0.23% (n = 320,000);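 note: potency is the fitted concentration of half-maximal effect; % of control where 0% means no effect; nearly all actives have a fitted effect of over 45% in size; temperature-sensitive fusion mutants such as fzo1-1 at 37 °C on non-fermentable ethanol glycerol medium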
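Read-out: ATP-based luminescence (CellTiterGlo, 10 min ambient) reporting growth of fusion-defective ts yeast after 48 hours at 37C on glycerol/ethanol YPEG medium in the presence of compound.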
* marks the source's active call; other numbers are inactive results; ? = inconclusive; . = no result given; [ ] = dose if it differs, or a comment. Unless noted, calls come from the whole dose curve; as a rule, active = well fitted curve in the direction sought with a large enough effect; inconclusive = small, poorly fitted or top-dose-only effect, or another doubt; inactive = no such curve, though single readings can be large; an effect the other way counts as inactive or inconclusive.

SMILES	ELG1 repair inh	Tb PFK inh	Integrin act MD	TSHR antagonist	Chronic BCR inh	ASM inhibitor	TCR act	TSG101-PTAP inh	AT treatment	Eya2 inh	Mito fusion act
Cc1noc(COc2ccccc2OCc2onc(C)c2Cl)c1Cl	-5%	-4%	-18%	-23	-6%	-2%	-2%[46.1 µM]	-6%	20%	-24%	8%
O=C1c2ccccc2C(=O)N1CCc1csc(NNc2nc(CCN3C(=O)c4ccccc4C3=O)cs2)n1	-15%	1%	13%	-3	0%	-1%	3%	-10%	0%	6%	-2%
O=C(O)CCCC(=O)Nc1ccc(C(=O)NCc2cccnc2)cc1	0%	8%	-24%	5	10%	1%	-2%	-2%	-2%	3%	-3%
CCn1cc(C(=O)N2CCOCC2)c(=O)c2cc(S(=O)(=O)N(C)C3CCCCC3)ccc21	1%	-5%	12%	24	7%	10%	-4%	-5%	6%	15%	0%
O=C(O)c1ccc(/C=N/N2CCN(Cc3ccccc3)CC2)cc1	-2%	0%	-3%	-5	0%	7%	-1%[46.1 µM]	-4%	-9%	5%	-3%
CCC(c1nnnn1CCC(C)C)N1CCC(C(N)=O)CC1 (centres undefined)	1%	-5%	4%	-2	0%	5%	5%	-6%	4%	-1%	0%
O=C(Nc1ccc(S(=O)(=O)Nc2nccs2)cc1)c1ccc(F)c(S(=O)(=O)N2CCOCC2)c1	5%	-5%	10%	-3	0%	5%	-4%	-1%	4%	-7%	-2%
CCOc1ccc(CN2CCN(Cc3[nH]c4ccc(OC)cc4c3C)CC2CCO)cc1 (centres undefined)	?	-1%	8%	0	-3%	3%	-19%	0%	7%	-7%	-14%
CS(=O)(=O)N(CCc1ccccc1)CC(=O)N1CCc2ccccc2C1	-21%	3%	-13%	3	-2%	-1%	-51%	-9%	1%	6%	7%
CC(=O)Nc1ccc(-c2nc3c(C)cccc3[nH]2)cc1	?	-6%	12%	-5	?	-3%	.	0%	-9%	4%	-5%
O=C(NCc1ccc2c(c1)OCO2)c1cccc([N+](=O)[O-])c1	5%	-7%	2%	3	?	0%	4%	1%	3%	-22%	-12%
CN1C(=O)/C(=C/c2ccc(C(F)(F)F)cc2)Sc2ccc(C(=O)N3CCN(c4ccccn4)CC3)cc21	?	-1%	-10%	8	-4%	12%	-1%	-7%	-10%	-4%	-10%
Cc1ccccc1NC(=O)NC(C)(C)CC(C)(C)C	-14%	0%	22%	-1	1%	4%	4%	-1%	0%	-28%	2%
COC(=O)Cc1c(C)nc2nc(-c3ccc(OC)cc3)[nH]n2c1=O	18%	1%	9%	2	?	-3%	-9%	0%	8%	-3%	-4%
CCCOc1ccc(N2C(=O)CC(N(CCc3ccc(OC)cc3)C(=O)c3ccccc3)C2=O)cc1 (centres undefined)	?	-2%	-11%	-7	-2%	-1%	-15%	-1%	8%	-5%	6%
O=C(COC(=O)Cc1ccc(F)cc1)NC(=O)NC1CCCC1	10%	-1%	24%	4	1%	1%	4%	-8%	2%	5%	5%
COCC(C)NC(=O)CSc1ncnc2sc(-c3ccccc3)cc12 (centres undefined)	1%	0%	-8%	-22	?	.	-6%	-2%	-5%	-8%	0%
CC1CCCCC1NC(=O)CN1CCC(O)(c2ccc3c(c2)OCO3)CC1 (centres undefined)	?	-1%	4%	2	-3%	3%	.	1%	-10%	-2%	5%
O=S(=O)(NC1CCc2ccccc21)c1ccc(S(=O)(=O)N2CCCC2)cc1 (centres undefined)	26µM*	1%	-10%	-2	16%	-1%	.	0%	0%	-10%	5%
CC(Oc1ccc(F)cc1)C(=O)NN (centres undefined)	-1%	-10%	22%	0	5%	6%	-5%[46.1 µM]	1%	-3%	-3%	0%
CCOC(=O)C1C(=O)C=C(c2ccc(C)cc2)CC1c1ccc([N+](=O)[O-])cc1 (centres undefined)	?	-3%	-11%	2	24%	-4%	-6%[46.1 µM]	1%	-2%	-10%	13%
O=C1C2C3C=CC(C3)C2C(=O)N1c1cccc2cccnc12 (centres undefined)	-6%	2%	-15%	-7	2%	0%	-5%	-4%	6%	-7%	2%
Cc1cc(C)c(C)c(S(=O)(=O)NC2CCCCC2)c1C	-1%	1%	6%	-7	1%	-2%	-9%	-2%	18%	1%	-2%
O=C1CCC(C(=O)OCc2nnc(-c3ccc(Br)cc3)o2)=NN1	?	0%	7%	-11	0%	-1%	-6%	-4%	3%	7%	2%
COc1ccccc1-n1cnnc1SCC(=O)N1CCOCC1	0%	6%	-27%	10	?	3%	4%	-5%	5%	-8%	-2%
COc1ccc(C(=O)NCC2OCCc3ccccc32)c(O)c1 (centres undefined)	?	0%	20%	-9	?	3%	-7%	-6%	17%	-21%	14%
O=C(CC1S/C(=N\S(=O)(=O)c2ccccc2)N(c2ccccc2)C1=O)Nc1ccc(F)cc1 (centres undefined)	7%	2%	19%	-3	-3%	-13%	4%[46.1 µM]	-3%	4%	1%	5%
COC(=O)c1c(C)oc(C)c1S(=O)(=O)NCc1ccc(Cl)cc1Cl	0%	-1%	-4%	1	7%	-1%	2%	0%	21%	0%	5%
COCCn1c(SCC(=O)Nc2ccc(OC)cc2)nc2c(oc3ccccc32)c1=O	-20%	1%	.	19	2%	.	.	.	1%	2%	-13%
CCOC(=O)c1sc(NC(=O)CN2C(=O)C3CC=CCC3C2=O)nc1C (centres undefined)	-6%	9%	9%	9	-1%	-1%	4%	1%	0%	6%	-2%
CSCC[C@H](NC(=O)NC1CCCC1)C(=O)O	?	-15%	27%	18	1%	1%	0%	-1%	-7%	-18%	13%
O=C(Nc1nc(-c2ccncc2)cs1)c1ccc(S(=O)(=O)N2CCOCC2)cc1	-3%	-4%[0.46 µM]	14%	-8	?	-2%	-2%	-3%	0%	-7%	-2%
COc1ccccc1N(C)S(=O)(=O)c1ccc(C(=O)N2CCC(C(N)=O)CC2)cc1	-12%	2%	0%	3	9%	-1%	9%	0%	5%	-7%	-1%
O=C(Nc1ccon1)c1ccc2c(c1)OCO2	?	0%	18%	0	4%	0%	-8%	-7%	5%	0%	-4%
C=C(C(=O)c1ccccc1)C(C(=C)C(=O)c1ccccc1)c1ccc(OC)cc1	16µM*	-1%	-61%[inhibitor]	16	1%	0%	3%	-1%	4%	-18%	-3%
O=C(Nc1ccnn1C1CCN(C2CCCCC2)CC1)c1ccccc1	4%	1%	-54%[inhibitor]	-2	-3%	6%	-5%	-8%	23%	-3%	0%
CN(Cc1ccccc1)C(=O)c1ccc(NC(=O)Cc2ccc([N+](=O)[O-])cc2)cc1	?	?	-3%	-14	3%	-9%	3%	-1%	-3%	-8%	.
CCC1Nc2ncnc(N3CCN(c4ccccc4)CC3)c2N(Cc2ccc(C)cc2)C1=O (centres undefined)	8%	18%	-25%	-21	-4%	-5%	0%	-3%	3%	17%	?
CCC(C)(C)n1nnnc1C(c1cc2cc(OC)c(OC)cc2[nH]c1=O)N1CCc2ccccc21 (centres undefined)	?	0%	9%	29	-4%	?	1%	-11%	.	-17%	-2%

A different layout for part of the listing above.
Value order – ELG1 repair inh	Tb PFK inh	Integrin act MD	TSHR antagonist	Chronic BCR inh	ASM inhibitor	TCR act	TSG101-PTAP inh	AT treatment	Eya2 inh	Mito fusion act
CN(Cc1ccccc1)C(=O)c1ccc(NC(=O)Cc2ccc([N+](=O)[O-])cc2)cc1
 : ?	?	-3%	-14	3%	-9%	3%	-1%	-3%	-8%	.
COCCn1c(SCC(=O)Nc2ccc(OC)cc2)nc2c(oc3ccccc32)c1=O
 : -20%	1%	.	19	2%	.	.	.	1%	2%	-13%

Outcome played no part in choosing rows; any-hit rate near 3.2%.
